# Screens deposited in PubChem by National Center for Advancing Translational Sciences (NCATS).
# N370S GC mod: N370S glucocerebrosidase modulation, Gaucher chaperone candidate; N370S GC spleen homogenate, 4MU-glucoside fluorescence; Potency, µM (top dose mostly 59.4 µM), for inactives: at the highest dose activity change, negative = inhibition, most hits filed as inhibitors; actives 0.092% (n = 330,000); AID 2101;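 further: 0% = full enzyme activity and -100% = no enzyme basal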
# TDP1 inh: blocks human tyrosyl-DNA phosphodiesterase 1; recombinant TDP1, AlphaScreen DNA substrate cleavage; Potency, µM (series often up to 130 µM), for the others: at the highest dose activity change, negative = inhibition, hits mostly inhibitors; actives 0.28% (n = 350,000); AID 485290; further: nearly all actives have a fitted effect of over 40% in size
# Target sequence (Q9NUW8 whole entry, looked up): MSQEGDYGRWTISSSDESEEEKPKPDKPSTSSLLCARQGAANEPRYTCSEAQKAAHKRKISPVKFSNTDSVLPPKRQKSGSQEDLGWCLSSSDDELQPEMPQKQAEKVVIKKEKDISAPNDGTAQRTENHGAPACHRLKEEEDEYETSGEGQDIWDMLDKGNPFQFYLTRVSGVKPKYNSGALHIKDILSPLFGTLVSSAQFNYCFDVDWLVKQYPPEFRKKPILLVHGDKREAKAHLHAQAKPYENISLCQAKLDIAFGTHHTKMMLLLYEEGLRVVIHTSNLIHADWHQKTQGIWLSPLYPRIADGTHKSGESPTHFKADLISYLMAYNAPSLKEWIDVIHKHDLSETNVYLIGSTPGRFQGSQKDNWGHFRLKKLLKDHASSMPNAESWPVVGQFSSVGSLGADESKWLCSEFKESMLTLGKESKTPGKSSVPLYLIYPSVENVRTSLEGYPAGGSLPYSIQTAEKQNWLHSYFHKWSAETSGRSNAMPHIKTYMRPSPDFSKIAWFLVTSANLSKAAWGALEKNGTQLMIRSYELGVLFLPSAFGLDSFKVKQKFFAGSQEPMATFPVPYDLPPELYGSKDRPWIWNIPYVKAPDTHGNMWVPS
#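 Tdp1 1 nM final; 15 min RT w/ cpd; substrate 15 nM, 5 min; beads 10 ug/ml, 10 min; AlphaScreen read. Neg ctrl: no enzyme.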
# DT40 TDP1 no CPT: qHTS for Inhibitors of human tyrosyl-DNA phosphodiesterase 1 (TDP1): qHTS in cells in absence of CPT. DT40 Tdp1-/- hTDP1 cells, no CPT, ATP luminescence, 48 h. Potency, µM (top dose mostly 46.2 µM), for the others: top-dose activity change, negative = growth inhibition, actives largely listed as inhibitors. actives 15% (n = 420,000); further: nearly all actives have a fitted effect of over 55% in size
#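 Growth kinetics read by CellTiter-Glo luminescence after ≥48 hr at 37 °C. Cells: DT40 Tdp1-/- stably carrying human TDP1, 400 per well, compound exposure in the absence of CPT (DMSO vehicle).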
# Active calls of the source: *; ? = inconclusive; · = not tested or not shown; & = joins results of further samples; [ ] = dose if it differs, or a comment. The call rests on the fitted dose curve; in most records, active means well fitted curve in the direction sought with a large enough effect; inconclusive means small, poorly fitted or top-dose-only effect, or another doubt; inactive means no such curve, though single readings can be large; an effect the other way counts as inactive or inconclusive. Unless noted, on the % scale 0 is the no-effect control and ±100 the full control effect; potency means the concentration at half of the fitted maximal effect. A portion of the library (hit frequency here may not be typical).
SMILES,N370S GC mod,TDP1 inh,DT40 TDP1 no CPT
Cc1ccc2c(c1)sc(=NC(=O)c1cccs1)n2C,8%,-9%,-19%
CCc1ccc(N2C(=O)CC(c3ccc(F)cc3)C3=C2COC3=O)cc1 (stereo not given),-3%,3%,·
COc1cc(-c2cc(C(=O)Nc3cc(S(=O)(=O)N4CCOCC4)ccc3C)c3ccccc3n2)cc(OC)c1OC,3%,-10%,12µM*
CCCC/C=C/C(NC(=O)OCc1ccccc1Cl)c1ccccc1 (stereo not given),13%,-12%,·
COC(=O)C1=C(C)N(Cc2ccccc2)C2=C(C(C)=O)C[C@@](O)(C(=O)OC)C(=O)N2C1c1ccccc1 (stereo not given in full),6%&8%[12.8 µM],9%&4%[21 µM],·
CN(CCc1ccccn1)C(=O)Nc1cc(Cl)cc(Cl)c1,-6%,8%,-13%
CC(C)(O)[C@H](O)Cc1cc2ccc(=O)oc2cc1O[C@@H]1O[C@H](CO)[C@@H](O)[C@H](O)[C@H]1O,·,0%,-6%
Cc1cc(OCC(=O)NCCN2CCOCC2)c2c(C)c(C)c(=O)oc2c1,?,0%,-3%
O=C(c1cccc(S(=O)(=O)N2CCN(c3ccccc3)CC2)c1)N1CCCCCCC1,-2%,·,13µM*
CCCCOc1ccc(N(CC(=O)NC(C)(C)C)C(=O)CCC(=O)Nc2nccs2)cc1,-20%,·,?
CCN1CCN(S(=O)(=O)c2cccs2)CC1,20%,2%,0%
CCOc1ccccc1OCC(=O)Nc1nnc(C)s1,-13%,1%,-10%
O=C(CSc1nnc(CNC(=O)c2ccc(F)cc2)o1)NCc1ccccc1,6%,6%[56.1 µM],-19%
COc1ccccc1NC(=O)C1CCCN1C(=O)Nc1ccc(F)cc1 (stereo not given),5%,-2%,-10%
COc1ccc(OC)c(C(O)CNC(=O)CN)c1 (stereo not given),0%&-1%,10%[56.1 µM],-6%
O=C1CC(c2ccccc2)=NN1c1ccc([N+](=O)[O-])cc1,-1%,12%,16µM*
CC(=O)Nc1ccc2nc(-c3cc(C)ccc3C)[nH]c2c1,·,-2%[12.3 µM],3.3µM*
O=c1oc2ccccc2cc1-c1cn2ccccc2n1,3%,-1%,?
COc1ccc(S(=O)(=O)Nc2cc3c4c(c2)CC(=O)N4CCC3)cc1C,-6%,1%,?
Cc1ccc(S(=O)(=O)NCCN=Cc2ccc(N(C)C)cc2)cc1,-4%,2%[56.1 µM],-11%
Cn1cc(/C=C2/SC(=O)N(CC(=O)Nc3ccc4c(c3)OCO4)C2=O)c2ccccc21,-2%,-2%,?
CC(C)(C)NC(=O)NC(=O)Cn1ccsc1=N,-7%,8%,0%
CCCc1cc(-c2nc(-c3ccc(Br)cc3)cs2)ccn1,9%,-11%,?
Cc1cc(C)cc(NC(=S)NCc2ccc3[nH]c4c(c3c2)CCCC4)c1,?,11%,16µM*
CC(C)n1c(CN2CCN(Cc3ccccc3)CC2)nc2ccccc21,-1%,5%,?
N/C(=N\OC(=O)c1ccccc1F)c1cccc([N+](=O)[O-])c1,0%,·,11%
Cc1cccc(NC(=O)C2CCCN(S(=O)(=O)c3cccc4nsnc34)C2)n1 (stereo not given),-6%,4%,?
COc1cc(C(CCN2CCCC2)c2c(OC)cc(OC)c3c2OC(=O)CC3c2ccc(N(C)C)cc2)cc(OC)c1OC (stereo not given),-12%,20%,·
CC(=O)COc1ccc(-c2csnn2)cc1,0%,0%,-12%
CC(=O)N(C)c1ccc(OCC(O)COc2ccc(N(C)C(C)=O)cc2)cc1,-6%,5%,4%
CC(C)CSc1oc(-c2ccco2)nc1S(=O)(=O)c1ccccc1,25%,·,26µM*
Cn1c(=O)c2cc(S(=O)(=O)NC(C(=O)Nc3cccnc3)c3ccccc3)ccc2n(C)c1=O (stereo not given),1%,3%,-6%
COc1ccc(C(C)=O)cc1Cn1cnc2c(cnn2C)c1=O,0%,0%,?
O=C(Cn1c(=O)sc2ccccc21)Nc1ccc(O)cc1,10%,4%,-24%
O=C([O-])c1cc(-c2ccccc2)cc(-c2ccccc2)[n+]1Cc1ccccc1,5%,-9%,·
CCOc1ccc(NC(=O)C2CCCN(S(=O)(=O)c3ccc(-n4cnnn4)cc3)C2)cc1 (stereo not given),-3%,·,-3%
CCC(=O)Nc1ccc(S(=O)(=O)Nc2c(NC)c3ccccc3oc2=O)cc1,-2%,0%,?
C[C@H]1CN([C@@H](C)CO)C(=O)Cc2cc(NC(=O)CCC(F)(F)F)ccc2O[C@H]1CN(C)CC1CC1,·,0%,-8%
COc1cccc(C2[C@H](C)C3(CCN2C)OCCO3)c1 (stereo not given in full),21%,5%,-20%
O=C(COC(=O)c1cccc(OC(F)F)c1)NC(=O)NC1CCCCC1,19%,-7%,-22%

# 2 of the compounds above, as tab-separated lines.
mol	N370S GC mod	TDP1 inh	DT40 TDP1 no CPT
Cc1ccc2c(c1)sc(=NC(=O)c1cccs1)n2C	8%	-9%	-19%
CCc1ccc(N2C(=O)CC(c3ccc(F)cc3)C3=C2COC3=O)cc1 (stereo not given)	-3%	3%	·

# The list continues.
SMILES,N370S GC mod,TDP1 inh,DT40 TDP1 no CPT
CC(C)(C)c1cc(N/C=C\c2nnnn2-c2ccc(Br)cc2)no1,8%,·,-26%
Cc1ccc2c(c1)-c1c(cnn1CC(=O)N(Cc1ccco1)C1CCCCC1)CO2,5%,11%,?
Cc1ccc(Cl)c(OCC(=O)Nc2cc(S(=O)(=O)N3CCOCC3)ccc2N2CCCC2)c1,4%,3%,-61%
COCCN(C(=O)CSc1nnc(-c2ccc(C(C)(C)C)cc2)n1N)c1c(N)n(CC(C)C)c(=O)[nH]c1=O,-4%,-3%,-1%
c1ccc2c(c1)SCc1nnc(-c3ccncc3)n1-2,11%,·,-14%
COC(=O)c1ccc(Cn2nnc3c(=O)[nH]c(C4CCN(S(=O)(=O)c5ccc(F)cc5)CC4)nc32)cc1,-4%,3%,?
Nc1cccc(C(=O)Nc2ccccc2Cl)c1,2%,4%,-3%
Cc1ccc(S(=O)(=O)CCC(=O)Nc2nnc(-c3ccccc3S(C)(=O)=O)o2)cc1,4%,4%,-13%
CCn1c(C)nc2cc(C(=O)N/N=C(\C)c3ccc(OC)cc3O)ccc21,-4%,0%,10µM*
Cc1nc2sc(C(c3cccc(F)c3)N3CCC(C)CC3)c(O)n2n1 (stereo not given),4%,9%,-17%
Cc1ccc2c(c1)N=C(c1ccc(Cl)cc1)CO2,-4%,-6%,23µM*
COc1ccc(Cc2[nH]n3c(=O)cc(C(C)C)nc3c2-c2ccccc2)cc1,-1%,2%,7.3µM*
O=C(O)Cc1csc(-c2ccc(F)cc2)n1,2%,3%,-5%
Cc1ccc(S(=O)(=O)N2CCN(C(=O)CSc3ncn[nH]3)CC2)c(C)c1,-18%,·,?
O=C(Nc1ccc(F)cc1)C1CCCN(C2=NS(=O)(=O)c3ccccc32)C1 (stereo not given),·,0%,4%
CCOC(=O)CCc1c(C)c(C#N)c2nc3ccccc3n2c1-n1cnc2ccccc21,-17%,6%,-14%
CN1CCc2c(sc(NC(=O)c3ccc(S(=O)(=O)N4CCCC4)cc3)c2C(N)=O)C1,-14%,4%,16µM*
CCOc1cc(Br)cc(/C=N/NC(=O)c2cccnc2)c1O,-9%,·,0.37µM*
Cc1ccc2c(c1)N(CC(=O)NCc1cccs1)C(=O)CO2,5%,4%,2%
CNC(=S)NNC(=O)Cn1ccc(C)n1,3%,3%,-2%

# Seven compounds drawn at random from the list so far, as already listed:
SMILES,N370S GC mod,TDP1 inh,DT40 TDP1 no CPT
CC(=O)N(C)c1ccc(OCC(O)COc2ccc(N(C)C(C)=O)cc2)cc1,-6%,5%,4%
O=C(Cn1c(=O)sc2ccccc21)Nc1ccc(O)cc1,10%,4%,-24%
COc1cccc(C2[C@H](C)C3(CCN2C)OCCO3)c1 (stereo not given in full),21%,5%,-20%
CC(C)n1c(CN2CCN(Cc3ccccc3)CC2)nc2ccccc21,-1%,5%,?
c1ccc2c(c1)SCc1nnc(-c3ccncc3)n1-2,11%,·,-14%
Cn1cc(/C=C2/SC(=O)N(CC(=O)Nc3ccc4c(c3)OCO4)C2=O)c2ccccc21,-2%,-2%,?
CC(C)(C)NC(=O)NC(=O)Cn1ccsc1=N,-7%,8%,0%

# (listing goes on)
SMILES,N370S GC mod,TDP1 inh,DT40 TDP1 no CPT
COC(=O)c1c(C(=O)OC)c(-c2ccc(C)cc2)n2c1CS(=O)(=O)C2,2%,7%,?
CN[C@@H](C)C(=O)NC[C@H]1O[C@@H](n2cnc3c(N)ncnc32)[C@H](O)[C@@H]1O,·,-2%[56.1 µM],2%
O=C(CSc1ccccc1F)NC1CCS(=O)(=O)C1 (stereo not given),-2%,0%,5%
COc1ccc(Cl)cc1-c1n[nH]c(=S)n1Cc1ccccc1,3%,5%,?
O/N=C(\c1ccccc1)c1nccc2ccccc12,0%,4%,-22%
CCOC(=O)c1ccc(N=Cc2nc3ccccc3n2C)cc1,6%,-4%,18µM*
CC1CN(CCCOc2ccccc2-c2ccccc2)CC(C)O1 (stereo not given),-6%,0%,?
Cn1c(N)c(C(=O)COC(=O)c2ccc(Cl)c(S(=O)(=O)N3CCCCC3)c2)c(=O)n(C)c1=O,16%,4%,?
Nc1nc(SCc2ccc(F)cc2)n[nH]1,-12%,·,8%
Cc1ccc(-c2noc(CSc3nnnn3C3CCCCC3)n2)cc1,30%,-3%,?
CCCCCN1C(C)=CC(=C(C#N)C#N)C=C1C,2%,0%,-5%
COc1ccc(C(=O)COC(=O)/C=C/c2ccc(S(=O)(=O)Nc3cccc(S(N)(=O)=O)c3)cc2)cc1,16%,6%,-13%
CC1(C)Cc2c(C#N)c(N3CCN(C(=O)c4ccco4)CC3)nc(-c3ccco3)c2CS1,3%,0%,?
O=C(Nc1ccc(N2CCOCC2)cc1N1CCOCC1)c1ccc(Cl)cc1,-2%,6%[56.1 µM],?
C(=N\Nc1ccccn1)/c1cccnc1,-5%,·,0%
CC(/C=N/NC(=O)Cn1cnc2c1c(=O)n(C)c(=O)n2C)=C\c1ccco1,7%,?,-15%
CCOc1ccccc1NC(=O)CSc1ncc(S(=O)(=O)c2ccc(C(C)(C)C)cc2)c(=O)[nH]1,·,1%,-3%
O=C(Nc1ccccc1Cl)N1CCn2c(nc3ccccc32)C1,2%,7%,?
COc1ccccc1CNC(=O)C(=O)NCC(c1cccnc1)N1CCN(c2ccc(F)cc2)CC1 (stereo not given),·,6%,13µM*
COC(=O)c1cn(NC(=O)C2CCCO2)c(=O)c2ccccc12 (stereo not given),9%,-1%,-18%

# Some entries already given, limited to N370S GC mod and DT40 TDP1 no CPT.
molecule,N370S GC mod,DT40 TDP1 no CPT
CCOC(=O)c1ccc(N=Cc2nc3ccccc3n2C)cc1,6%,18µM*
CC1CN(CCCOc2ccccc2-c2ccccc2)CC(C)O1 (stereo not given),-6%,?
Cn1c(N)c(C(=O)COC(=O)c2ccc(Cl)c(S(=O)(=O)N3CCCCC3)c2)c(=O)n(C)c1=O,16%,?
Nc1nc(SCc2ccc(F)cc2)n[nH]1,-12%,8%
Cc1ccc(-c2noc(CSc3nnnn3C3CCCCC3)n2)cc1,30%,?

# Next part.
SMILES,N370S GC mod,TDP1 inh,DT40 TDP1 no CPT
CSc1ccc(C2C(C#N)=C(N)Oc3c2ccc(=O)c2c(C)oc(C)c32)cc1 (stereo not given),?,-2%,16µM*
O=C(CCCSc1nc2ccccc2[nH]1)NCc1ccco1,4%,5%,-21%
C=CCNc1nnc(SC2CC(=O)N(c3ccc(OCCC)cc3)C2=O)s1 (stereo not given),22%,4%,4.1µM*
Cc1cc(C)cc(NC(=O)C2CCCC2)c1,5%,5%,-2%
CN(C)CCOC(=O)C12CC3(C)CC(C)(CC(C)(C3)C1)C2,-4%,3%,-5%
O=C(NN1CCCCC1)c1ccc(COc2ccc(Cl)cc2)cc1,9%,3%,-27%
Cc1cccc(C(=O)NCC(=O)OCc2nc(N)nc(Nc3ccccc3C)n2)c1,·,1%,7%
CC(C)CC1NC(=O)N(CC(=O)Nc2ccc3c(c2)OCCO3)C1=O (stereo not given),·,1%[56.1 µM],4%
COc1ccccc1C(C)Nc1ccc(S(=O)(=O)N2CCN(C)CC2)cc1[N+](=O)[O-] (stereo not given),·,10%,?
O=C(/C=C/c1ccc(Cl)cc1Cl)Nc1cccc(S(=O)(=O)NC2=NCCCCC2)c1,-2%,4%,?
O=C(CSc1nccn1-c1ccc(Cl)cc1)NCc1ccc2c(c1)OCO2,7%,9%,-30%
CCOC(=O)N1CCN(C(=O)CNC(=O)c2nn(-c3ccc(OC)c(Cl)c3)c(=O)c3ccccc23)CC1,4%,0%,9.2µM*

# Full records, looked up by structure. Order of values: N370S GC mod	TDP1 inh	DT40 TDP1 no CPT
# Listed for O=C(CCCSc1nc2ccccc2[nH]1)NCc1ccco1 → 4%	5%	-21%
# Listed for O=C(NN1CCCCC1)c1ccc(COc2ccc(Cl)cc2)cc1 → 9%	3%	-27%
